# Assay outcomes as filed in PubChem BioAssay.
# PLC-gamma1 inh: PLC-gamma1 (human) inhibition, primary screen; P19174; purified PLC-gamma1, fluorogenic substrate, fluorescence; inhibition, % at 12.2 µM; 370,000 tested, 0.84% active; in the data active = inhibition above about 9.5%
# ADAM17 inh: ADAM17 inhibition, QFRET primary screen. recombinant ADAM17, EDANS/DABCYL FRET peptide cleavage. inhibition, % at 6.95 µM. 370,000 tested, 0.83% active;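 active = inhibition above the mean of compounds lying between control limits plus 3 SD, set per campaign, cut at about 8.5% in these data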;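 note: 0% = DMSO-only wells as the low control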
# PLCb3 inh: PLC-beta3 (human) inhibition, primary screen. Q01970. Purified PLC-beta3, fluorogenic substrate, fluorescence. inhibition, % at 12.2 µM. 370,000 tested, 0.18% active. AID 720704; in the data active = inhibition above about 11%;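 note: 0% = median of compound wells on plate and 100% = full blocker control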
# Tn7 DDE FP: disrupts Tn7 cyclic peptide binding to fibrin D-Dimer-E complex | P02675 | FP displacement of FITC-Tn7 peptide from fibrin DD(E); 0% = median of compound wells per plate | inhibition, % at 8.3 µM | 370,000 tested, 0.13% active;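 active = inhibition above the mean of compounds falling within the control limits plus 3 SD of them, cut at about 14% in these data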;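 note: 0% = plate median of compound wells and 100% = 10 µM Aha-Tn7 peptide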
#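 Test system: human clot-derived fibrin DD(E) complex / Quantity: 2 µM final DD(E) protein / Incubation: 10 min plus 3 h, room temperature / Measured by: fluorescence polarization / Benchmarks: high control of 10 µM Aha-Tn7 peptide / Replicates: singlicate testing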
# UHRF1 MBD2 ctr: UHRF1 methyl-DNA binding inhibition; UHRF1 binding to methylated oligo, TR-FRET; 370,000 tested, 0.75% active; inhibition, % at 4.4 µM; in the data active = inhibition above about 21%;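 note: UHRF1 SRA domain binding a hemimethylated CpG hairpin DNA probe; 0% = median of test compound wells and 100% = reference inhibitor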
# ASAP1 inh: blocks human ASAP1-stimulated Arf1 GTP hydrolysis; GDP FP detection; inhibition, % at 16.5 µM; AID 624377; 360,000 tested, 0.19% active; Q9ULH1; in the data active = inhibition above about 25%;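 note: 0% = vehicle with enzyme and substrate and 100% = no enzyme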
# Target sequence (Q9ULH1 325-724 limits assumed): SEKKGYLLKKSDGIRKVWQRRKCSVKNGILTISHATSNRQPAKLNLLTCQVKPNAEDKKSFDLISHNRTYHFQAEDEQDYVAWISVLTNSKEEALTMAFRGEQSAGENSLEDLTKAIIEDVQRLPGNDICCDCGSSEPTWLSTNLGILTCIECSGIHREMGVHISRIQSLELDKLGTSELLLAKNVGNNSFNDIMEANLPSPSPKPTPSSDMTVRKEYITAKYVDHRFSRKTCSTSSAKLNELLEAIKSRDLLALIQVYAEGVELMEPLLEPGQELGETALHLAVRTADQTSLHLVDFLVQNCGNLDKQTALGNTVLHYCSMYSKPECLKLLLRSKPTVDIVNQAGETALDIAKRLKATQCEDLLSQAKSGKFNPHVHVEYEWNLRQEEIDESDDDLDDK
# MBD2 inh: blocks human MBD2 binding to methylated DNA | Q9UBB5 | TR-FRET, MBD2 binding to methylated oligonucleotide | inhibition, % at 4.4 µM | 370,000 tested, 0.31% active; in the data active = inhibition above about 13%
# ARFGAP1 inhibitor: inhibits rat ARF GTPase activating protein 1; Q62848; Arfgap1-stimulated ARF1 GTP hydrolysis, GDP FP detection; inhibition, % at 16.5 µM; AID 651572; 360,000 tested, 0.26% active;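 active = inhibition above a per-plate limit, mean inhibition of low control wells plus 3 SD, cut at about 25% in these data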;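 note: 0% = DMSO wells with enzyme and 100% = wells lacking Arfgap1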
# Target sequence (Q62848 1-136 limits assumed): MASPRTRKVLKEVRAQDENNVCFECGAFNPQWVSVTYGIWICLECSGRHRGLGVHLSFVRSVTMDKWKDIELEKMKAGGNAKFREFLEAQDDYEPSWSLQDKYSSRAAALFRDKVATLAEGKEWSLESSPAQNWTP
#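 Assay system: Rat Arfgap1 GAP domain (His6, aa 1-136), purified enzyme | Buffer or medium: HEPES 25 mM pH 7.5, NaCl 150 mM, MgCl2, DTT | Schedule: GTP hydrolysis reaction 2 h at 25 °C | Signal: FP of antibody-bound GDP Alexa 633 tracer, ex 620/em 688 nm | Measure: Percent inhibition of Arfgap1-stimulated GTP hydrolysis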
# Tn6 DDE FP: DD(E)-Tn6 binding inhibition, primary FP screen; P02675; Fibrin DD(E) TRITC-Tn6 fluorescence polarization displacement; inhibition, % at 8.3 µM; 370,000 tested, 0.21% active; AID 720509;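 active = inhibition above a per-campaign cutoff: mean of compounds within control limits plus 3 SD, cut at about 15% in these data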;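 note: 0% = median of all compound wells on the plate and 100% = blocking peptide control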
# proKLK7 act: activates the human kallikrein-7 zymogen. P49862. purified proKLK7, EDANS-DABCYL substrate fluorescence; 100% is mature enzyme control, 0% vehicle. activation, % at 7 µM. 370,000 tested, 0.9% active;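 active = activation above the mean of all tested compounds plus 3 SD, computed per campaign excluding outliers beyond control limits, cut at about 13% in these data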
# Target sequence (P49862 whole entry, looked up): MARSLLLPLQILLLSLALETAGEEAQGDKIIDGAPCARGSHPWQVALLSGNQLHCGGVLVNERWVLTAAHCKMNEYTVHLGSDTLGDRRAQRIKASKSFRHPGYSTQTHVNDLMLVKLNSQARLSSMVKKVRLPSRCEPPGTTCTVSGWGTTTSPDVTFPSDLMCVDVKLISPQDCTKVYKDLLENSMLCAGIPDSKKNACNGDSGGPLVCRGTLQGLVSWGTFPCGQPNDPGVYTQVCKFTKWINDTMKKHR
# Starred values were filed as active, the others as inactive; . = no result given. Compounds as they come, and some 4.1% of all compounds hit somewhere here.
mol,PLC-gamma1 inh,ADAM17 inh,PLCb3 inh,Tn7 DDE FP,UHRF1 MBD2 ctr,ASAP1 inh,MBD2 inh,ARFGAP1 inhibitor,Tn6 DDE FP,proKLK7 act
COc1cc2c(cc1OC)C(COc1ccc(F)cc1)N(C(C)=O)CC2 (stereo unspecified),-1,-1,-6,0,-2,-2,2,0,5,0.0
C[C@@H]1CN([C@H](C)CO)C(=O)CCCn2nncc2CO[C@H]1CN(C)S(=O)(=O)c1ccc(-n2cccn2)cc1,3,-5,2,7,-3,-10,2,1,-1,-0.6
C/C(=N\NC(=O)c1cccc([N+](=O)[O-])c1)c1cccnc1,4,1,-2,-9,-2,-4,1,9,2,-0.6
CC1(c2cccc(Br)c2)NC(=O)N(CC(=O)N2CCN(C(=O)c3ccco3)CC2)C1=O (stereo unspecified),1,2,-6,0,-2,-1,3,-3,-2,0.5
CC(C)S(=O)(=O)N[C@@H]1c2cc3c(cc2[C@H](c2ccccc2)[C@H]1C)OCO3,-2,-7,-2,-5,1,9,5,10,-3,0.6
O=C(NCC1CCCO1)c1onc(CSc2ccc(F)c(F)c2)c1C(=O)O (stereo unspecified),-2,-6,-1,4,1,12,-4,-2,0,0.8
O=C(CCC1CCCN(C(=O)c2cccs2)C1)N1CCN(c2ccccn2)CC1 (stereo unspecified),-2,0,3,8,0,3,-9,2,-7,-0.2
O=c1ccc(-c2ccc(S(=O)(=O)N3CCN(c4cccc(Cl)c4)CC3)o2)n[nH]1,0,0,-8,4,2,-4,0,-2,2,-0.4
CSCCC(C(=O)Nc1c(C)cccc1C)N1CCN(c2ccc(F)cc2)CC1 (stereo unspecified),2,-6,-3,0,12,-11,6,9,3,0.3
Cc1cc(NC(=O)CN(C)S(=O)(=O)c2cccc(Cl)c2)no1,-3,1,2,3,-2,3,-1,-1,-2,0.1
COc1ccc(CCN2C(=O)CC(Cc3ccc(C)cc3)C2=O)cc1OC (stereo unspecified),-1,-2,2,0,2,-17,0,-7,7,-0.3
COc1cccc2sc(N(CCCN(C)C)C(=O)C(c3ccccc3)c3ccccc3)nc12,5,0,-12,-2,3,3,6,3,0,0.0
COc1ccc(Cl)cc1C(=O)NNC(=O)c1nn(C)c(=O)c2ccccc12,-15,0,-24,4,-4,5,4,5,-3,-0.5
COc1ccc(NC(=O)N[C@@H](CCSC)C(=O)O)cc1Cl,0,-1,1,-1,-1,-12,-3,7,1,-0.5
CN(C)S(=O)(=O)Oc1cccc(C(=O)Nc2ccc(Cl)c(Cl)c2)c1,1,9.2*,-1,-5,0,13,6,5,-14,0.4
C=CCNCC(=O)Nc1sc2c(c1C(=O)Nc1ccc(OC)cc1OC)CCC2,-6,-1,-13,2,2,-4,8,-9,-2,-0.2
C#CCOCCOCCOCCNc1nc(N2CCN(C(=O)[C@H](C(C)C)n3cc(CCO)nn3)CC2)nc(N2CCN(C(=O)[C@H](C)n3cc(CCCN=C(N)N)nn3)CC2)n1,-2,-2,0,3,2,2,3,-11,7,0.0
S=C1NC(c2ccccc2)=NCN1c1ccccc1,3,0,0,-3,0,-5,-2,2,-1,-0.2
COC(=O)C[C@H]1C[C@H]2c3cc(NS(=O)(=O)c4ccc(OC)cc4)ccc3O[C@H]2[C@H](CO)O1,0,-4,2,3,12,-3,21*,-5,1,-0.8
COc1cccc(OCC(=O)N2CCCc3ccccc32)c1,0,-1,-3,-2,-2,5,-4,5,-1,-0.5
COc1cc(OC)c2c3c(c(C4CCCCC4)nc2c1)CCC3,-87,-6,-170,2,-2,11,-2,-1,5,-4.0
CCN1C[C@@H]2[C@@H]3C(=O)N(Cc4ccccc4)C(=O)[C@@H]3[C@](C)(C1=O)N2C(=O)c1ccc(Cl)c(Cl)c1,-1,1,3,3,-3,-3,4,-9,8,0.3
CC(=O)Nc1c(NC(C)C)c2ccccc2oc1=O,1,-2,4,5,-4,21,3,4,-5,0.4
COc1ccc(OCC(=O)Nc2ccccc2OC)cc1,0,-3,1,0,-3,0,0,0,-3,-0.1
O=C(CCC(=O)c1cccs1)NCC(=O)Nc1ccc(F)c(F)c1F,-3,0,-3,1,-1,-6,-1,-2,-2,-0.2
O=C(Nc1ccc(C(=O)Nc2ccccc2Cl)cc1)c1cccnc1,-1,-3,-10,0,4,2,-1,-7,-2,0.1
Cc1ccsc1C1C(C#N)=C(N)N(N(C)C)C2=C1C(=O)CC(C)(C)C2 (stereo unspecified),0,-1,-2,-3,0,-6,0,12,-2,-0.9
O=C(OCC(=O)N1CCCCC1)c1ccccc1SCC(=O)N1CCCCC1,0,0,-4,3,1,7,0,2,6,0.7
COc1cccc(NC(=S)N(C)C2CCN(C)CC2)c1,2,-2,-6,-5,-2,0,-1,0,-2,-0.2
COc1ccc(C(=O)Nc2ccc(-c3ccc(C)o3)cc2)cc1S(=O)(=O)N1CCOCC1,-43,0,-51,-3,-2,4,-2,10,-6,-3.8

# Just ARFGAP1 inhibitor, MBD2 inh and proKLK7 act, for some of the entries so far:
mol | ARFGAP1 inhibitor | MBD2 inh | proKLK7 act
Cc1ccsc1C1C(C#N)=C(N)N(N(C)C)C2=C1C(=O)CC(C)(C)C2 (stereo unspecified) | 12 | 0 | -0.9
O=C(OCC(=O)N1CCCCC1)c1ccccc1SCC(=O)N1CCCCC1 | 2 | 0 | 0.7
COc1cccc(NC(=S)N(C)C2CCN(C)CC2)c1 | 0 | -1 | -0.2

# The list continues.
mol,PLC-gamma1 inh,ADAM17 inh,PLCb3 inh,Tn7 DDE FP,UHRF1 MBD2 ctr,ASAP1 inh,MBD2 inh,ARFGAP1 inhibitor,Tn6 DDE FP,proKLK7 act
O=C(NC1CCCC1)C(c1ccncc1)N(C(=O)c1ccco1)c1ccc(F)c(Cl)c1 (stereo unspecified),-3,-1,-11,-2,-2,-8,1,-4,3,0.0
CC1CCN(C(=O)COC(=O)c2ccc(Br)o2)CC1,3,-2,4,3,9,16,2,2,2,0.0
C=CCN(C(=O)Cn1ncc2c1-c1cc(C)ccc1OC2)c1ccccc1,3,2,3,-1,0,-3,-5,3,-9,0.2
O=C(NN=C1CCCCCC1)c1cccs1,-5,-3,-7,0,0,11,0,8,-7,-0.3
O=S(=O)(Nc1ncccn1)c1ccc(Cl)cc1,1,-2,-8,0,-1,1,-1,-6,-3,0.1
OCCC1CN(C2CCN(c3ccccc3F)CC2)CCN1Cc1ccccc1 (stereo unspecified),0,-6,-10,-6,2,0,7,8,-2,-0.4
COc1ccc(CCNC(=O)CSc2nc3c(sc(=S)n3-c3ccccc3)c(=O)[nH]2)cc1OC,6,-2,5,-1,0,0,-3,-8,-1,0.1
Cc1ccccc1CN1CCCCC(NC(=O)C(C)(C)C)C1=O (stereo unspecified),-2,-3,1,4,0,.,1,.,6,-0.2
COc1cc(/C=N/NC(=O)c2cc3ccccc3cc2O)ccc1OCCN1CCCCC1,-194,-1,-243,-3,0,14,-5,15,-15,-1.2
CN(CCc1ccccn1)C(=S)Nc1ccc(Cl)c(Cl)c1,0,-2,2,-8,3,3,4,9,-8,0.4
Cn1cccc1CC(=O)N/N=C/c1cccc2ccccc12,-4,1,-465,1,0,9,2,6,-11,-0.6
CC(C)CC(NC(=O)C1CCC(C)CC1)C(=O)Nc1ccc2c(c1)OCCO2 (stereo unspecified),0,0,2,6,-1,-3,1,-5,-5,-0.1
O=C(Nc1cc(N2CCOCC2)ncn1)c1ccccc1,1,-1,0,-6,1,0,-3,4,0,-0.3
CCC12CN3CC(CC)(CN(C1)C3c1ccc(OC(C)C)cc1)C2=O (stereo unspecified),2,2,7,6,5,3,-1,12,8,-0.1

# As entered above:
# COc1cc(/C=N/NC(=O)c2cc3ccccc3cc2O)ccc1OCCN1CCCCC1 in proKLK7 act → -1.2
# C=CCN(C(=O)Cn1ncc2c1-c1cc(C)ccc1OC2)c1ccccc1 in UHRF1 MBD2 ctr → 0

# Compound profiles (already shown). Order of screens: PLC-gamma1 inh | ADAM17 inh | PLCb3 inh | Tn7 DDE FP | UHRF1 MBD2 ctr | ASAP1 inh | MBD2 inh | ARFGAP1 inhibitor | Tn6 DDE FP | proKLK7 act
# C=CCN(C(=O)Cn1ncc2c1-c1cc(C)ccc1OC2)c1ccccc1 across the screens: 3 | 2 | 3 | -1 | 0 | -3 | -5 | 3 | -9 | 0.2
# O=C(NN=C1CCCCCC1)c1cccs1 across the screens: -5 | -3 | -7 | 0 | 0 | 11 | 0 | 8 | -7 | -0.3
# O=C(Nc1cc(N2CCOCC2)ncn1)c1ccccc1 across the screens: 1 | -1 | 0 | -6 | 1 | 0 | -3 | 4 | 0 | -0.3

# Some of these compounds in order of formula weight, descending:
mol,PLC-gamma1 inh,ADAM17 inh,PLCb3 inh,Tn7 DDE FP,UHRF1 MBD2 ctr,ASAP1 inh,MBD2 inh,ARFGAP1 inhibitor,Tn6 DDE FP,proKLK7 act
CC(C)CC(NC(=O)C1CCC(C)CC1)C(=O)Nc1ccc2c(c1)OCCO2 (stereo unspecified),0,0,2,6,-1,-3,1,-5,-5,-0.1
CCC12CN3CC(CC)(CN(C1)C3c1ccc(OC(C)C)cc1)C2=O (stereo unspecified),2,2,7,6,5,3,-1,12,8,-0.1
O=C(NN=C1CCCCCC1)c1cccs1,-5,-3,-7,0,0,11,0,8,-7,-0.3
